# Screens as filed in PubChem.
# PGC1a acetyl inh = lowers PGC1a acetylation signal in U2OS cells; AlphaScreen anti-acetyl-lysine; with virally co-expressed GCN5 acetyltransferase; inhibition, % at 15.6 µM; 350,000 compounds, 0.17% hits; AID 651687;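 active means every replicate shows inhibition of at least 40%; inconclusive means mean inhibition at least 40% but some replicate below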;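 further: 0% = neutral control wells and 100% = positive control wells; some results beyond the cut were filed as inactive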
# S100A4 MyoIIA = S100A4-myosin IIA interaction inhibition; 360,000 compounds, 0.14% hits; inhibition, % at 10.7 µM; S100A4/TAMRA-MyoIIA peptide fluorescence polarization; AID 652163;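 active means mean inhibition of at least 70% across replicates, with every replicate also reaching that level; inconclusive means mean inhibition reaches 70% but some replicates fall short; inactive means mean inhibition below 70%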
# Target sequence (P26447 whole entry, looked up): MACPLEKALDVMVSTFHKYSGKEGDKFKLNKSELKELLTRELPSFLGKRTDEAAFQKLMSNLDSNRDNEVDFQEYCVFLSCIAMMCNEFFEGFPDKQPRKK
#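 Material: S100A4 monomer protein | Medium: HEPES pH 7.2 with CaCl2, KCl, NaCl, DTT, Triton | Reagent: Labelled myosin peptide probe, 5 nM | Doses: One dose per compound | Times: 5 min incubation before reading | Benchmarks: Neutral control DMSO, positive control TFP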
# LGR2 inh = blocks bursicon-induced cAMP signaling via Drosophila LGR2 | 380,000 compounds, 0.35% hits | HEK293 LGR2, CRE-luciferase, bursicon-stimulated, 4 h | inhibition, % at 9.99 µM;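 active means drop in luminescence signal, shown as inhibition above about 50% in the replicate tests, limit read from the data, passing the limit was not always enough; inconclusive means probably only some replicates passing the limit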;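 further: agonist challenge used bursicon conditioned medium at about half maximal strength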
# PglD inh = blocks C. jejuni PglD acetyltransferase activity | purified PglD enzyme, DTNB colorimetric CoA detection | inhibition, % at 12.5 µM | 360,000 compounds, 0.098% hits; in the data active means inhibition above about 16%, passing the limit was not always enough; inconclusive means no clear call, values can overlap the other calls; further: strong numbers were not always called active
# EWS-Fli block = EWS/Fli transcriptional activity inhibition; 350,000 compounds, 0.67% hits; inhibition, % at 12.6 µM; A673 NR0B1-luciferase reporter, viability-normalised;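 active means mean inhibition of at least 50% after viability correction, with every replicate also passing that limit; inconclusive means mean reaches 50% but only one of two replicates passes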;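 further: firefly luciferase signal divided by Alamar Blue viability fluorescence both relative to DMSO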
# ERAP1 inh = blocks human ERAP1 aminopeptidase activity; recombinant ERAP1, Leu-AMC fluorescence, 60 min; inhibition, % at 10.7 µM; 340,000 compounds, 0.15% hits;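 active means mean replicate inhibition of at least 30%, or all replicates individually reaching that 30% level; inactive means mean below 30% and not every replicate reaching it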;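 further: 0% = neutral control wells and 100% = L-leucinethiol positive control wells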
# Target sequence (Q9NZ08 whole entry, looked up): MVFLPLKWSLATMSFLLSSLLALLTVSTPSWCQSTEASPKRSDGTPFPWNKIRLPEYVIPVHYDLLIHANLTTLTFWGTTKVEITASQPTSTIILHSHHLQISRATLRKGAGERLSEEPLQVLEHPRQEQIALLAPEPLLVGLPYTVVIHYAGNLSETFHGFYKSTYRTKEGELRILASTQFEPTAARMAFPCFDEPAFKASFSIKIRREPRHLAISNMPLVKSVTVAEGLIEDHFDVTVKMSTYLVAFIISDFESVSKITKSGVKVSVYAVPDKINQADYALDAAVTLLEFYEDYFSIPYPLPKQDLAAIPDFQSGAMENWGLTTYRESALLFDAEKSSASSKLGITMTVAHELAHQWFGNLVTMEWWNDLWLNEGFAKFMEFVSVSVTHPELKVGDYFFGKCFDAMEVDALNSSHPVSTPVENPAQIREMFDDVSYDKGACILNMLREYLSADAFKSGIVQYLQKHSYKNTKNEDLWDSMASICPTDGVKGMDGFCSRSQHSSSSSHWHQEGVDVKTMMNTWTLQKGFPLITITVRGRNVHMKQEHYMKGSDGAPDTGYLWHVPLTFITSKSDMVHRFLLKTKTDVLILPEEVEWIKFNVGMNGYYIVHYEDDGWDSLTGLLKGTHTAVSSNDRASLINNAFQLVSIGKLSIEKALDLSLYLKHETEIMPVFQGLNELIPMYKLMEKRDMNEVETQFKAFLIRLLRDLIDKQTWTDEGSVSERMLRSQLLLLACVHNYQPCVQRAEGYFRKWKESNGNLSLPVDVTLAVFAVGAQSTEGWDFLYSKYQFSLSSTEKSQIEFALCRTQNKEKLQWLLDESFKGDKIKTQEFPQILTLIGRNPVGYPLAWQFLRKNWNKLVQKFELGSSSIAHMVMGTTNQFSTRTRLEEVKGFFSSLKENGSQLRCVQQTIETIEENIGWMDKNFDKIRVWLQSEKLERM
# FN deposit inh = fibronectin deposition inhibition. AH1F fibroblasts, Alexa488-fibronectin deposition fluorescence, overnight. inhibition, % at 12.6 µM. 350,000 compounds, 0.086% hits. AID 743247;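 active means mean inhibition across replicates of 30% or more, regardless of how many single replicates reach that level; inconclusive means mean under 30% yet at least half of replicates reach 30%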;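 further: positive control wells lacked labelled fibronectin entirely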
#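 Assay system: AH1F fibroblasts / Quantity: 10000 cells per well / Medium: DMEM plus 2% serum, read in PBS / Reagent: labelled fibronectin 24 nM / Dosing: single dose, pinned / Times: 1 h cell attachment, overnight exposure to compound and label / Signal: fluorescence, ex 485 nm, em 525 nm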
# PAX8 inh HTS = lowers PAX8-driven luciferase in RMG-I cells; RMG-I TPO-luciferase reporter, SteadyGlo, 24 h; inhibition, % at 12.6 µM; 360,000 compounds, 1.2% hits;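 active means mean replicate inhibition at least 60% with every replicate also reaching 60%; inconclusive means only one of the two criteria is met; inactive means mean below 60% and not all replicates reaching 60%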;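 further: luciferase light reporting Pax8 driven TPO promoter activity; plate controls were median of neutral control wells for no effect and mitoxantrone controls for full effect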
# * hit, by the source's call; ? = inconclusive; nt = no result given.
SMILES,PGC1a acetyl inh,S100A4 MyoIIA,LGR2 inh,PglD inh,EWS-Fli block,ERAP1 inh,FN deposit inh,PAX8 inh HTS
CC(C)(C)OC(=O)N/N=C/c1cccn1-c1ccc([N+](=O)[O-])cc1,-0.1,-9.0,-25.3,4.8,-9.5,-1.0,0.2,-25.3
C[C@H]1CN([C@@H](C)CO)C(=O)c2cc(-c3cccnc3)cnc2O[C@@H]1CN(C)S(C)(=O)=O,5.4,-0.6,14.6,-0.4,-2.6,-0.1,4.3,nt
CC(C)(C)c1ccc(C(=O)OCc2c(-c3ccccc3)ncc3ccccc23)cc1,0.5,-3.3,-4.9,0.8,-5.2,nt,nt,-8.6
S=C(c1cn(Cc2ccc(Br)cc2)c2ccccc12)N1CCOCC1,-20.8,nt,-12.9,5.1,nt,nt,-10.2,-7.3
O=C(C[C@H]1C[C@@H]2c3cc(NC(=O)Nc4ccccc4F)ccc3O[C@@H]2[C@@H](CO)O1)NCCc1ccccc1,0.8,10.5,10.0,1.4,8.8,-1.6,nt,nt
C[C@@H]1CN([C@H](C)CO)C(=O)Cc2cc(NS(C)(=O)=O)ccc2O[C@H]1CN(C)Cc1ccccc1,1.1,-3.3,4.3,2.7,-7.1,-2.2,nt,9.7
CC(=O)NC(c1ccccc1)c1nc(-c2ccccc2C)cs1 (stereo unspecified),-0.4,-1.2,-19.2,nt,-3.7,-0.7,-2.1,-18.1
C[C@@H]1CN([C@H](C)CO)C(=O)c2cc(NC(=O)C3CCCCC3)ccc2O[C@@H](C)CCCCO[C@@H]1CN(C)C(=O)Nc1ccccc1,-3.1,-2.6,-3.9,-2.3,-5.9,-1.8,9.0,-11.2
Nc1ccn(Cc2ccccc2)n1,-2.4,-8.7,-14.5,nt,-2.6,6.0,nt,-11.6
O=C(NC[C@H]1CC[C@@H]2[C@@H](CN2S(=O)(=O)c2ccccc2[N+](=O)[O-])O1)c1cccnc1,-1.0,-3.4,nt,nt,3.0,0.4,nt,nt
COc1ccc(N2CC(C(=O)Nc3nnc(Cc4ccccc4)s3)CC2=O)cc1 (stereo unspecified),nt,-0.5,4.0,-5.1,1.7,0.2,0.0,6.0
Cc1ccc2cc(CCl)c(Cl)nc2c1,0.6,0.1,7.0,1.0,11.9,4.3,2.0,-14.3
Cc1ccc(NC(=O)c2ccc(S(=O)(=O)N3CCCCC3)cc2)nc1,3.4,-1.0,5.2,-2.1,-16.7,-3.6,12.1,10.1
O=C(C1CCCCC1)N1CC2(C1)[C@@H](c1ccccc1)[C@@H](CO)N2CCC(F)(F)F,2.5,1.1,7.1,nt,-2.4,-13.8,-3.7,-9.9
COc1ccccc1NC(=O)c1ccccc1NC(=O)c1cc(Cl)ccc1NC(=O)c1ccco1,4.1,-3.3,-7.0,0.7,nt,0.3,1.2,3.5
COc1cc(NC(=O)CC(C)S(=O)(=O)c2ccc3c(c2)NC(=O)CO3)cc(OC)c1OC (stereo unspecified),-19.8,-1.1,1.0,0.6,-5.5,1.8,-7.9,-13.8
C[C@@H]1CN([C@@H](C)CO)C(=O)c2cc(-c3cccc(F)c3)cnc2O[C@H]1CN(C)C(=O)C1CCC1,1.9,-5.5,3.9,-1.0,-13.3,0.9,-0.2,-22.1
O=C(CCn1c(=S)oc2ccccc21)NC1CCCCCCC1,-4.7,0.9,-5.1,-3.4,6.7,nt,3.9,-12.2
O=C(N/N=C\c1cccc(F)c1)c1ccc(-c2ccccc2)cc1,nt,2.9,-11.9,-3.2,nt,-2.9,4.8,-47.7
CN(C)c1ccc(C(=O)Nc2nc3c(s2)CCCC3)cc1,-21.0,-3.5,?,-3.0,8.3,nt,-4.4,-10.1
Cc1ccc(NC(=O)C(C)N=C2NS(=O)(=O)c3ccccc32)cc1 (stereo unspecified),-8.0,3.7,-2.1,-7.4,-7.4,-0.5,0.9,0.7
Cc1ccc(-n2c3nc(=O)[nH]c(=O)c-3cc3cc([N+](=O)[O-])ccc32)cc1C,nt,4.3,3.5,nt,9.2,5.2,6.9,7.2
COc1ccc2c3c(n(C)c2c1)[C@@H](CO)N(C(=O)c1ccccc1)CC31CN(C(=O)c2ccccc2)C1,nt,10.2,-14.1,nt,-11.1,4.5,nt,nt
COc1ccc(C(C(=O)NC2CCCCC2)N(C(=O)Cc2c[nH]c3ccccc23)c2ccc(NC(C)=O)cc2)cc1OC (stereo unspecified),-4.3,nt,nt,1.0,nt,nt,-10.8,31.5
CCCC#Cc1cnc2c(c1)C(=O)N([C@@H](C)CO)C[C@H](C)[C@@H](CN(C)C(=O)c1ccc3c(c1)OCO3)O2,19.7,-5.6,1.3,-1.1,0.8,-2.6,-11.2,nt
CC[n+]1c(C)sc2cc(C)ccc21,nt,-10.1,21.3,0.9,-12.8,12.8,-3.4,-10.9
C[C@@H](NC(=O)C[C@@H]1CC[C@H](NC(=O)Cc2ccccn2)[C@@H](CO)O1)c1ccccc1,-0.7,13.2,8.5,0.1,-5.8,0.3,0.7,17.7
CC[C@]12c3[nH]c4ccc(OC)cc4c3CCN1C(=O)C(CC(=O)NCc1ccco1)C[C@@H]2C(=O)N1CCN(C(=O)C2CC2)CC1 (stereo partly specified),nt,1.0,18.0,0.2,-0.7,1.2,-7.3,-14.8
COc1ccc2oc(C(=O)OCC(=O)Nc3cc(S(=O)(=O)N4CCOCC4)ccc3OC)c(C)c2c1,-4.9,0.6,14.2,1.3,2.0,4.1,2.5,-12.4
COc1cc(/C=C/C(=O)O)ccc1OCc1ccc([N+](=O)[O-])cc1,nt,3.9,-14.2,nt,-3.2,1.9,2.3,0.2
C=CCOc1cccc(C2NC(=O)c3ccccc3O2)c1 (stereo unspecified),2.2,-2.0,2.8,1.0,10.0,-1.6,14.3,-5.7
C[C@@H]1CN([C@H](C)CO)C(=O)c2cccc(NS(=O)(=O)c3cn(C)cn3)c2O[C@@H]1CN(C)Cc1ccc(C(F)(F)F)cc1,-1.9,7.5,-3.9,3.5,9.7,0.7,nt,-5.8
CC1CCC(NC(=O)c2cccc(S(=O)(=O)NCc3ccccc3)c2)CC1 (stereo unspecified),nt,0.5,10.8,nt,-2.9,1.3,1.9,-21.7
COc1cccc(C#Cc2ccc([C@@H]3[C@@H](C#N)N(C(=O)C4CCCC4)[C@@H]3CO)cc2)c1,-15.7,-3.2,-2.9,nt,0.7,-4.8,-17.8,nt
OC(COc1ccc(Cl)cc1)CN1CCC(Cc2ccccc2)CC1 (stereo unspecified),9.0,5.9,-21.1,3.7,6.9,-4.0,18.2,11.0
CCOC(=O)N1CCC(Nc2c([N+](=O)[O-])cc(C(=O)O)cc2[N+](=O)[O-])CC1,-9.5,5.6,4.1,2.4,7.1,2.8,11.1,4.6
COCC(=O)N1CC2(C1)[C@H](c1ccc(-c3cccc(F)c3)cc1)[C@@H](CO)N2C(=O)COC,6.1,-5.6,-22.5,nt,-3.9,-2.6,nt,-0.6
COc1ccc(NC(=O)C(c2ccncc2)n2c(=O)c(-c3cc4ccccc4[nH]3)nc3ccccc32)cc1 (stereo unspecified),nt,9.9,-9.6,nt,-45.7,-7.1,6.4,-29.0
Cc1ccccc1CN1CCCC(C(=O)N2CCCCC2)C1 (stereo unspecified),-0.9,-8.3,-3.1,3.5,3.3,-3.6,-11.2,6.8
O=C(COC(=O)COc1ccc(Cl)cc1)Nc1ncc(Br)s1,nt,-4.0,-2.4,5.5,-10.5,-2.1,-1.3,-8.8
O=C(Nc1cc(F)ccc1F)N[C@@H]1CC[C@H](CCn2cc(C3CC3)nn2)O[C@H]1CO,9.3,9.7,-3.0,3.6,-8.4,0.1,-4.7,-1.6
COc1ccc(CNC(=O)[C@@H](NC(=O)C2CCN(C(=O)[C@@H](N)CCSC)CC2)C(C)C)cc1,15.7,0.0,10.5,3.8,-2.8,nt,nt,nt
COc1ccc(N2CCN(C(=O)c3cc4c(C)nc5ccccc5c4o3)CC2)cc1,3.4,-4.8,3.9,-1.8,3.6,-5.1,19.6,-27.2
COc1ccc(NC(=O)Nc2ccc3c(c2)C(=O)N([C@H](C)CO)C[C@@H](C)[C@H](CN(C)S(=O)(=O)c2ccc(C)cc2)O3)cc1,13.2,-1.1,8.3,-0.4,-9.1,-2.8,nt,-1.0
CC(=O)Nc1ccc(NC(=O)Cc2ccc(S(=O)(=O)N3CCCCC3)cc2)cc1,-3.1,-3.0,13.3,6.1,-5.8,-1.4,nt,3.8
N#Cc1cnc(Nc2ccc(F)cc2)nc1N,-3.8,3.5,4.2,-2.0,-63.3,nt,9.8,-13.6
O=C(Nc1cccn(Cc2ccccc2)c1=O)NC1CCCCC1,1.3,nt,nt,-2.9,nt,nt,5.2,-16.5
C=CCNC(=O)CN(c1cc(Cl)ccc1OC)S(=O)(=O)c1ccc(C)c([N+](=O)[O-])c1,-9.4,2.5,-11.8,nt,8.4,0.2,-9.8,12.3
COc1ccc(NS(=O)(=O)c2ccc(N3CCOCC3)c(NC(=O)C(C)C)c2)cc1,7.8,1.4,-6.9,-1.5,-0.1,-0.3,1.5,8.1
Cc1noc(C)c1NC(=O)N(C)C[C@H]1Oc2ccc(NS(=O)(=O)c3c(C)noc3C)cc2CC(=O)N([C@H](C)CO)C[C@H]1C,19.1,2.7,2.9,-2.4,-7.1,-0.7,-1.6,-4.4
CN(C)CC(=O)N1[C@@H](C#N)[C@H](c2ccccc2-c2cccc(C(=O)N(C)C)c2)[C@@H]1CO,1.4,-23.1,9.8,nt,-0.8,2.5,-4.4,3.9
[O-][N+](=C(c1ccccc1)c1ccccc1)c1ccccc1,-5.3,-3.8,-12.7,3.6,-2.5,-1.3,-4.7,12.6
C[C@@H]1CN([C@@H](C)CO)C(=O)c2cc(NC(=O)Cn3cnnn3)ccc2O[C@H]1CN(C)CC1CCCCC1,5.1,-8.4,8.0,2.9,1.5,1.2,nt,nt
O=C(CC1CC1)N1CC2(C1)[C@@H](c1ccccc1)[C@@H](CO)N2C(=O)c1ccccn1,23.2,-5.2,-17.3,nt,-2.0,-0.7,-8.0,nt
COc1ccc(N2CCN(C(=O)CC(NC(N)=O)c3cccc(Oc4ccccc4)c3)CC2)cc1 (stereo unspecified),-5.7,nt,nt,-2.9,nt,nt,0.7,8.3
CC(C)(C)Nc1scc(-c2ccccc2)[n+]1-c1ccccc1,1.4,-8.6,-1.8,nt,-2.1,-0.8,0.0,4.6
Cc1ccn(CCC(=O)NC2CC(C)(C)Cc3c2cnn3-c2ccccc2C)n1 (stereo unspecified),-9.2,-2.6,2.2,0.1,11.9,2.3,-2.4,-8.3
O=C(COc1ccc(Cl)cc1Cl)NN=C1CCCCC1,0.3,-0.1,0.0,3.4,17.3,-3.2,-8.6,0.2

# Part of the list above, with bars between the fields:
SMILES | PGC1a acetyl inh | S100A4 MyoIIA | LGR2 inh | PglD inh | EWS-Fli block | ERAP1 inh | FN deposit inh | PAX8 inh HTS
CN(C)CC(=O)N1[C@@H](C#N)[C@H](c2ccccc2-c2cccc(C(=O)N(C)C)c2)[C@@H]1CO | 1.4 | -23.1 | 9.8 | nt | -0.8 | 2.5 | -4.4 | 3.9
[O-][N+](=C(c1ccccc1)c1ccccc1)c1ccccc1 | -5.3 | -3.8 | -12.7 | 3.6 | -2.5 | -1.3 | -4.7 | 12.6
